# High-throughput results deposited in PubChem by National Center for Advancing Translational Sciences (NCATS).
# D1 antag = human D1 dopamine receptor antagonism; activity change, negative = inhibition, % at 10 µM; 360,000 tested, 3.2% active; HEK293 TREx D1 cells, calcium flux, dopamine EC80; hits give low values; in the data active = activity change below about -30%; note: % is set by controls: 0 for no effect and ±100 for the full control effect
#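 HEK293 T-REx cells expressing inducible, force-coupled D1 receptor; no-wash Ca dye, 30–90 min RT. Cmpd → 180 s read at 1 Hz → EC80 DA → 180 s read.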
# TRHR enhancer = allosterically enhances the human TRH receptor. TRHR cells, fluo-8 calcium fluorescence, EC20 TRH enhancement. enhancement, % at 2 µM. 360,000 tested, 0.66% active. AID 493056; in the data active = enhancement above about 30%; note: 0% is about no effect
# Target sequence (P34981 whole entry, looked up): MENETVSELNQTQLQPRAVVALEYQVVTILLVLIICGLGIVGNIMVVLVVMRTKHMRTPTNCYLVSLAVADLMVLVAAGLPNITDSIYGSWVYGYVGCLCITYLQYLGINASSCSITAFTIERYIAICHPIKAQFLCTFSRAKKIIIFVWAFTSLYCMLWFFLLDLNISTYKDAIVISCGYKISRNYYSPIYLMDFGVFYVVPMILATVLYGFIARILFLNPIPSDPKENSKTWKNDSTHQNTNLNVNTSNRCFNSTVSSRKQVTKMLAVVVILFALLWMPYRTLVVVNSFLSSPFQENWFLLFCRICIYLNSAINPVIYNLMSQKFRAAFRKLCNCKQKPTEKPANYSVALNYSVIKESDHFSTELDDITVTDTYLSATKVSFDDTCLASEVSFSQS
#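 Enhancer read-out: after compound pinning and an initial kinetic agonist-mode read, an EC20 of TRH (10 nM final) was injected and fluo-8 calcium signal (Ex 480/Em 530) followed at 1 s/cycle for 100 cycles in TRHR-expressing cells.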
# TRHR agonist = activates the human TRH receptor; P34981; TRHR cells, calcium flux fluo-8, FDSS agonist mode; activation, % at 2 µM; 360,000 tested, 0.18% active; AID 493084; in the data active = activation above about 30%; note: 0% is about no effect
#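 TRHR-expressing cells, plated overnight in medium with 10% serum, were loaded with fluo-8 calcium dye at room temperature. After a 10 s baseline, library compound was pin-added and calcium release was recorded kinetically (ex 480/em 530) as agonist response.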
# D1 PAM = potentiators of human D1 dopamine receptor | P21728 | HEK293 TREx D1 cells, calcium flux, dopamine EC20 potentiation | potentiation, % at 10 µM | 360,000 tested, 0.036% active | AID 504651; in the data active = potentiation above about 30%; note: 0% is about no effect
# RXFP1 antag = RXFP1 (human) relaxin receptor antagonism. Q9HBX9. 350,000 tested, 0.59% active. activity change, negative = inhibition, % at 57.5 µM. HEK293-RXFP1, relaxin-stimulated cAMP HTRF, 30 min; hits give low values;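 active = activity change of -60% or lower, but not beyond a set lower limit; inconclusive = change between -60% and -40%, or beyond the set limit; inactive = change above -40%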; note: % is set by controls: 0 for no effect and ±100 for the full control effect
# RXFP1 agonist = RXFP1 (human) receptor agonism | HEK293T-RXFP1 cAMP TR-FRET, 30 min; response scale: percent of porcine relaxin response, buffer zero | 370,000 tested, 0.3% active | Q9HBX9 | Potency, µM (highest dose often 57.5 µM), for inactives: top-dose activation, usual class: activators; note: potency is the fitted concentration of half-maximal effect; % is set by controls: 0 for no effect and ±100 for the full control effect; nearly all actives have a fitted effect of over 60% in size; many of its hits are not listed in these tables
#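 Agonist response is measured as cAMP accumulation in an RXFP1-transfected HEK293T line under PDE4 inhibition. Values are scaled between buffer-only and 29 nM porcine relaxin, and EC50s come from standard Hill equation fits.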
# Anesthetic bind = candidate novel general anesthetic via apoferritin binding | Potency, µM (highest dose often 77.5 µM), for inactives: at the highest dose activity change, negative = displacement, usual class: inhibitors | apoferritin/1-aminoanthracene competitive binding, fluorescence | 350,000 tested, 0.074% active; note: potency is the fitted concentration of half-maximal effect; % is set by controls: 0 for no effect and ±100 for the full control effect; nearly all actives have a fitted effect of over 20% in size
# Target sequence (P02791 2-175 limits assumed): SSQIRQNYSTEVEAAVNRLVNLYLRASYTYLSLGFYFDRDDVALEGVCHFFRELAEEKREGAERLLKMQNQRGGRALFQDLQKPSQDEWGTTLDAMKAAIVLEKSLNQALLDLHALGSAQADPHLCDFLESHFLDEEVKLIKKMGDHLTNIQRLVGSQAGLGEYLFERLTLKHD
#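 Horse-spleen apoferritin (10 uM) in 50% saturated 1-aminoanthracene in PBS was incubated 10 min at room temperature with compound. Fluorescence (ex 380, em 535 nm) was normalized to free and bound 1-AMA, with concentration-response fitted by a four-parameter Hill equation.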
# D2 potentiator = D2 dopamine receptor (human) potentiation; HEK293 T-REx D2, calcium flux, EC20 dopamine potentiation; 340,000 tested, 0.34% active; potentiation, % at 10 µM; P14416; AID 485347;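 active = potentiation over 3 SD above the plate norm, cut at about 30% in these data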; note: 0% is about no effect
# Target sequence (P14416 whole entry, looked up): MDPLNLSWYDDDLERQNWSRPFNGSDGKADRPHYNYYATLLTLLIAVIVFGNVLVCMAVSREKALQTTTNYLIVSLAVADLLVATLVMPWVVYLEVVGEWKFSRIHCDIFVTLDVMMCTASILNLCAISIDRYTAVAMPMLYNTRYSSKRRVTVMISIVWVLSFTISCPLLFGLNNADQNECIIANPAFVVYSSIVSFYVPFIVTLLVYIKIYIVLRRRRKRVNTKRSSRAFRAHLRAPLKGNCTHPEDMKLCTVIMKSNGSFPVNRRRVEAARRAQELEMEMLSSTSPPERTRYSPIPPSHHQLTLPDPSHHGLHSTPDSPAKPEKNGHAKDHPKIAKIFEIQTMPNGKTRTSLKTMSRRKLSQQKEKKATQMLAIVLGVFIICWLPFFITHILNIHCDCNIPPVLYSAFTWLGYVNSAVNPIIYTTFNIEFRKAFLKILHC
#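 Primary screen. Calcium kinetics in induced HEK293 T-REx D2 cells: compound pre-addition 180 s, EC20 dopamine, 180 s more.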
# D1 ag = human D1 receptor agonism | P21728 | HEK293 T-REx D1 cells, calcium flux, agonist mode | AID 504660 | activation, % at 2 µM | 360,000 tested, 1% active; in the data active = activation above about 30%; note: 0% is about no effect
#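 Inducible HEK293 T-REx D1 cells, force-coupled to calcium signalling, were plated at 4000 cells/well with tetracycline and held overnight at 30 C. After no-wash calcium dye loading, compound-evoked calcium rise over 180 s flagged agonists.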
# * marks the source's active call; other numbers are inactive results; ? = inconclusive; . = not tested or not shown; [ ] = dose if it differs, or a comment. Unless noted, calls come from the whole dose curve; as a rule, active = well fitted curve in the direction sought with a large enough effect; inconclusive = small, poorly fitted or top-dose-only effect, or another doubt; inactive = no such curve, though single readings can be large; an effect the other way counts as inactive or inconclusive. An excerpt (hit frequency here may not be typical).
SMILES,D1 antag,TRHR enhancer,TRHR agonist,D1 PAM,RXFP1 antag,RXFP1 agonist,Anesthetic bind,D2 potentiator,D1 ag
O=C1Nc2ccc(S(=O)(=O)Nc3ccccc3O)c3cccc1c23,-9,5,0.4,-4,-5,-1.1%,?,-6,1
COc1ccc(S(=O)(=O)Nc2ccc3c(c2)OCO3)cc1OC,-3,3,0.4,-8,9,0.3%,-10%,1,2
CCCCN1C=CC(=C2C(=O)c3ccccc3C2=O)C=C1,-7,0,-0.2,-9,-11,-0.9%,-9%,2,2
Cc1cc(C)c2c(n1)SCC(=O)N2CC(=O)Nc1ccc(Br)c(C)c1,-1,0,0.0,-2,0,-1.7%,-10%,-6,2
C=CC[n+]1ccc2ccccc2c1C,-4,-5,0.2,-2,-10,0.2%,-8%,-8,5
O=C(NCc1ccc2c(c1)OCO2)c1cccc(C(=O)NCc2ccc3c(c2)OCO3)c1,-9,2,1.0,-4,8,-0.2%,-11%,14,6
COc1ccc(/C=N/NS(C)(=O)=O)c(OC)c1,5,1,0.0,0,12,-0.8%,20%,1,3
O=c1[nH]c(=O)n(Cc2ccccc2)c2nc(-c3cccs3)n(CCO)c12,2,-4,-0.3,-4,-7,5.0%,-4%,12,0
CCOc1ccccc1N1CCN(C(=O)c2c(-c3ccccc3Cl)noc2C)CC1,-15,0,-1.0,5,2,-0.4%,-1%,9,6
Cc1ccc(S(=O)(=O)N2CCC(N3CCCCCC3)CC2)cc1,4,26,-0.4,-2,-2,-3.1%,-8%,12,-1
COc1ccc(NC(=O)Nc2ccccc2SC)c(OC)c1,-25,-2,0.1,-4,-18,2.4%,-4%,16,1
O=S(=O)(/N=C(\[O-])C[n+]1ccccc1)c1ccc(Cl)cc1,-5,5,0.4,-1,-3,0.3%,4%,.,2
CC(C)c1nnc(NC(=O)CCC2CCCCC2)s1,-19,2,0.9,1,3,-0.8%,-15%,-7,5
O=C(C1=C(O)C(=O)N(Cc2ccco2)C1c1ccccc1)c1cccs1 (stereo not drawn),8,3,0.2,2,0,25%,?,6,2
COc1cc(OC)c(NC(=O)C2CCN(S(=O)(=O)c3ccc4c(c3)CC(C)N4C(C)=O)CC2)cc1Cl (stereo not drawn),7,-11,-0.9,-1,7,3.0%,-6%,-19,3
CCOc1ccc(C(=O)NC(C(=O)NCC2CCCO2)C(C)C)cc1 (stereo not drawn),15,17,-4.2,5,3,-1.2%,29%,-2,1
O=C(Cn1nnc2ccccc21)N/N=C\c1cccs1,-17,2,-0.1,-8,-7,0.5%,-5%,-3,1
CCNC(=O)CSC1=N/C(=C\c2ccc(O)c(OCC)c2)C(=O)N1c1ccc(OC(F)F)cc1,7,24,13,5,-4,2.2%,?,14,16
COc1ccc(/C=N/NC(=O)c2nnn(-c3nonc3N)c2-c2cccc(OC)c2)cc1,5,30,8.4,14,-1,-4.5%,-8%,22,99*
CC1CCN(S(=O)(=O)CCNC(=O)c2ccccc2)CC1,1,13,-0.2,1,7,1.7%,.,-8,2

# Copied from the entries so far for reference:
SMILES,D1 antag,TRHR enhancer,TRHR agonist,D1 PAM,RXFP1 antag,RXFP1 agonist,Anesthetic bind,D2 potentiator,D1 ag
O=C1Nc2ccc(S(=O)(=O)Nc3ccccc3O)c3cccc1c23,-9,5,0.4,-4,-5,-1.1%,?,-6,1
COc1ccc(S(=O)(=O)Nc2ccc3c(c2)OCO3)cc1OC,-3,3,0.4,-8,9,0.3%,-10%,1,2

# Next section:
SMILES,D1 antag,TRHR enhancer,TRHR agonist,D1 PAM,RXFP1 antag,RXFP1 agonist,Anesthetic bind,D2 potentiator,D1 ag
Cc1cccc(CSCCNC(=O)C2CCN(S(=O)(=O)Cc3ccccc3)CC2)c1,-14,0,0.1,-3,-8,3.8%,-3%,-7,2
CCOCCCNS(=O)(=O)c1ccc(NC(=O)N2c3ccccc3Sc3ccccc32)cc1,6,7,-0.4,4,.,0.7%,-8%,6,1
O=C(NCc1ccccn1)NC12CC3CC(CC(C3)C1)C2,-82*,-1,0.1,-5,4,0.4%,-22%,5,2
COc1ccc(C(=O)CN2C(=O)C(C)(C)Oc3ccc(C(=O)N4CCCCCC4)cc32)cc1,-7,-3,-0.6,-5,4,2.9%,?,-6,4
Cc1nn(S(=O)(=O)c2ccc(Cl)cc2)c(C)c1S(=O)(=O)N1CCOCC1,-1,-3,0.2,3,9,0.9%,9%,3,1
COc1ccc(N(C(=O)c2csnn2)C(C(=O)NC2CCCC2)c2ccccc2)cc1 (stereo not drawn),36,-2,-0.6,.,-11,-1.9%,-24%,2,8
COc1cc(C(=O)NNC(=O)c2cccn2C)cc(OC)c1OC,-14,0,0.2,-8,-11,0.7%,.,1,0
CCOC(Cn1ccc(=O)[nH]c1=O)OCC,4,3,0.2,7,-4,0.4%,5%,-2,2
COc1cccc2c1Oc1ncccc1N(C(=O)CCC(=O)NCc1ccc(N(C)C)cc1)C2,-3,-15,1.0,-5,-2,-1.0%,-2%,4,1
COc1ccc(-c2oc3ccccc3c2C(=O)OCc2ccccc2OC)cc1,3,-7,1.6,2,.,9.9%,-7%,0,7
O=C(O)C1C2C=CC(C2)C1C(=O)NCc1ccccn1 (stereo not drawn),-15,0,0.4,0,.,1.0%,?,2,1
COc1ccc(-c2nc3ccccc3o2)cc1NC(=O)c1ccc(N2CCC(C)CC2)c([N+](=O)[O-])c1,-3,2,0.5,-2,5,0.0%,-14%,0,0
CN(C)c1ccc(/C=C/c2nc(-c3ccccc3O)n(-c3ccccc3)n2)cc1,-1,3,1.0,-2,-6,8.1%,832%[activator],-9,1
O=C(NCc1ccco1)C(=O)NCC1OCCCN1S(=O)(=O)c1ccccc1 (stereo not drawn),13,1,0.3,-4,-2,-1.2%,-5%,0,2
COc1ccccc1CN=C1NC(=O)C(CC(=O)Nc2ccc(C(C)=O)cc2)S1 (stereo not drawn),-11,0,0.0,-4,-15,-0.1%,-3%,3,1
CCOC(=O)Nc1ccc(S(=O)(=O)NC2CCCCC2)cc1,.,10,-0.5,-6,32,1.7%,-4%,2,4
O=[N+]([O-])c1ccccc1-c1ccc(C(=S)N2CCCC2)o1,-9,-1,-0.4,4,2,1.3%,56µM*,7,0
COc1ccccc1CNC(=O)C1CCCN1S(=O)(=O)c1cccc2cccnc12 (stereo not drawn),-4,-4,-0.4,0,.,-0.7%,-12%,5,0
Cc1ccc(C(=O)COC(=O)C2CC(=O)N(c3nc(-c4ccccc4)cs3)C2)cc1C (stereo not drawn),-4,1,0.5,-5,-2,0.7%,-23%,-8,5
COc1ccc(C(=O)NCc2ccc(C(=O)NCC(OC)OC)cc2)cc1OC,-8,2,0.0,-1,-11,1.5%,-7%,.,1
O=C(c1ccc(CNc2c(N3CCCC3)c(=O)c2=O)cc1)N1CCc2ccccc2C1,6,-2,-0.4,-4,.,2.9%,-14%,-9,-2
CC(C)OCCCNC(=O)c1ccccc1Oc1ccccc1,1,-6,-0.2,-1,-6,-0.1%,-22%,4,2
O=C(Cn1c(SCc2ccccc2F)nc2cccnc21)Nc1ccc(F)c(Cl)c1,0,36*,0.7,2,4,1.2%,-14%,.,11
CCN(CC)c1ccc(NC(=O)Cn2cc3c(n2)CCC(C)C3)c(C)c1 (stereo not drawn),-27,-1,-0.5,8,-28,-0.4%,-10%,0,3
COc1cc(CN2CCc3nc(N4CCN(c5ncccn5)CC4)ncc3C2)cc(OC)c1OC,-28,5,0.0,0,-29,-1.6%,-15%,2,9
Cc1c(C(=O)N2CCC(C)CC2)c(S(=O)(=O)NCc2ccc(Cl)cc2)c(C)n1C,-8,-4,-0.8,0,-12,2.6%,64%[activator],-3,3
COCCN1CC(C(=O)NCc2ccccc2-n2ccnc2C)CCC1=O (stereo not drawn),7,14,0.2,-4,-8,1.5%,-14%,-12,3
COC1(OC)N=C(N)C2(C#N)C(c3ccccc3)NC(C)=CC12C#N (stereo not drawn),-9,4,-0.4,-3,.,3.4%,70%[activator],15,2
CCn1c(SCC(=O)Nc2nc(C)c(C)s2)nnc1-c1cccnc1,13,1,-0.2,11,6,-0.2%,-11%,-1,1
COc1ccc(OC)c(-c2cc(C(=O)Nc3c(C)nn(Cc4ccccc4C)c3C)no2)c1,5,1,0.6,0,-27,3.1%,5%,0,2
O=C1NCCCC2c3cc(O)c4ccccc4c3OC12N1CCCCC1 (stereo not drawn),-16,4,0.6,-8,.,2.0%,-7%,.,4
CN(C)CCNC(C(=O)Nc1cc(Cl)cc(Cl)c1)c1ccccc1 (stereo not drawn),-4,-8,0.3,-4,-26,-0.1%,-11%,-4,9
CCCC(O)(CCC)C(=O)NN1CCCCC1,10,1,0.3,0,-10,-1.2%,-6%,8,0
CCN(CC)C(=O)Cn1cc(C(=O)C(=O)NCc2cccs2)c2ccccc21,-7,-2,-0.3,-5,-32,30%,-14%,12,4
CCOc1ccc(Cl)cc1CNCCCSc1ncccn1,-3,6,-1.3,-4,4,-2.8%,-15%,1,10
O=C(CC1C(=O)NCCN1CC(c1ccccc1)c1ccccc1)NCC1CCOCC1 (stereo not drawn),2,10,0.6,2,1,-2.7%,-12%,1,2
CC(C)c1ccc2oc(-c3ccc(Cl)c(NC(=O)c4cccs4)c3)nc2c1,12,-4,1.8,-3,.,0.5%,-3%,5,-1
O=C(Nc1nnc(SCc2c(Cl)cccc2Cl)s1)C1CCCO1 (stereo not drawn),10,0,-0.1,-4,26,29%,?,1,2
CC(NC(=O)OCc1ccccc1)C(=O)NCC(=O)NC(Cc1ccc(OC(C)(C)C)cc1)C(=O)OC(C)(C)C (stereo not drawn),-1,12,-0.9,-2,-6,1.1%,-22%,1,2
Cc1ccc2c(c1)c1ncn(CCC3=CCCCC3)c(=O)c1n2C,23,-1,-0.2,2,5,1.7%,?,2,3

# Among those listed so far, 2 contain fluorine:
SMILES,D1 antag,TRHR enhancer,TRHR agonist,D1 PAM,RXFP1 antag,RXFP1 agonist,Anesthetic bind,D2 potentiator,D1 ag
CCNC(=O)CSC1=N/C(=C\c2ccc(O)c(OCC)c2)C(=O)N1c1ccc(OC(F)F)cc1,7,24,13,5,-4,2.2%,?,14,16
O=C(Cn1c(SCc2ccccc2F)nc2cccnc21)Nc1ccc(F)c(Cl)c1,0,36*,0.7,2,4,1.2%,-14%,.,11

# Two entries picked at random from the list so far, as already listed:
SMILES,D1 antag,TRHR enhancer,TRHR agonist,D1 PAM,RXFP1 antag,RXFP1 agonist,Anesthetic bind,D2 potentiator,D1 ag
CCOc1ccc(Cl)cc1CNCCCSc1ncccn1,-3,6,-1.3,-4,4,-2.8%,-15%,1,10
O=C(Cn1c(SCc2ccccc2F)nc2cccnc21)Nc1ccc(F)c(Cl)c1,0,36*,0.7,2,4,1.2%,-14%,.,11
